GPR151 activ – activators of human GPR151. PathHunter beta-arrestin GPR151 cells, luminescence. actives 1% (n = 650,000). AID 1508602. Q8TDV0. activation, % at 11.2 µM; in the data active = activation above about 4.9%;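 also: 0% = median of compound wells and 100% = cells with positive control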
TEAD-YAP block – TEAD-YAP interaction inhibition; AID 1259422; inhibition, % at 9.12 µM; HEK-TIYL cells, TEAD-Gal4/YAP UAS-luciferase luminescence; actives 1.4% (n = 640,000); in the data active = inhibition above about 32%;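 also: 0% = median of test compound wells and 100% = reference inhibitor wells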
FBW7 activator – activators of human E3 ligase FBW7; Q969H0; AlphaScreen FBW7–phospho-cyclin E peptide binding, activator screen; normalized activity (activation), % at 26.1 µM; actives 0.13% (n = 650,000); in the data active = normalized activity above about 1.9%;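 also: purified mutant Fbw7 with reduced substrate affinity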
Target sequence (Q969H0 whole entry, looked up): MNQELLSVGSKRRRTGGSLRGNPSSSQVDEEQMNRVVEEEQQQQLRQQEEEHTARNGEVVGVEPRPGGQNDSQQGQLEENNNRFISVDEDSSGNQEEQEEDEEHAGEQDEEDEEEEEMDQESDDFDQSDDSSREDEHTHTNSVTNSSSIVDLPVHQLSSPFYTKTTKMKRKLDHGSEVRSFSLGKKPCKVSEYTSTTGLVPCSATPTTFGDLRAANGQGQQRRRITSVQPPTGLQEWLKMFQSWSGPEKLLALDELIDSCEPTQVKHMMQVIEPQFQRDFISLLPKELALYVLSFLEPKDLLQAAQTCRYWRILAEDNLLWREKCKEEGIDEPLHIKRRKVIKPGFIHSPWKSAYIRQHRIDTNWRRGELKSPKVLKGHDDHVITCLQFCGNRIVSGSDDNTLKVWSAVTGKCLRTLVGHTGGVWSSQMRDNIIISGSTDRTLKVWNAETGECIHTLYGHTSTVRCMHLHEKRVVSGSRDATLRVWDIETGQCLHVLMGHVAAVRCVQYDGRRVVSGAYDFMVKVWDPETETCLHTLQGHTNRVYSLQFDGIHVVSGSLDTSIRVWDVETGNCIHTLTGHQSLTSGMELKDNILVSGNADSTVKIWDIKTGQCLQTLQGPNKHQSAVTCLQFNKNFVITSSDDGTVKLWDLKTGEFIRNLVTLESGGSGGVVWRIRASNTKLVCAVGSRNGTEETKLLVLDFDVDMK
MITF inh – inhibitors of human MITF; AlphaScreen MITF homodimerization, bead proximity signal; AID 1259374; inhibition, % at 2.6 µM; actives 0.91% (n = 650,000); in the data active = inhibition above about 50%;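 also: 0% = vehicle wells with protein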
* marks the source's active call; other numbers are inactive results. Random draw from the library. About 3.5% of those tested had a hit in this group.

no.	Structure	GPR151 activ	TEAD-YAP block	FBW7 activator	MITF inh
1	CCOc1ccc2ccccc2c1C(=O)Nc1c2c(nn1-c1ccc(OC)cc1)CS(=O)C2 (centres undefined)	-0.1	5.3	0.2	-11.9
2	COc1cc(S(=O)(=O)NCCC23CC4CC(CC(C4)C2)C3)c(C)cc1C	-0.2	-2.3	0.1	4.1
3	CCCOc1ccccc1C1NC(=O)NC(C)=C1C(=O)OC1CCCC(C)C1 (centres undefined)	1.7	3.2	0.0	-0.3
4	COc1ccc(C2C(C(=O)Nc3ccc(C(F)(F)F)cc3)c3ccccc3C(=O)N2C2CCCCC2)cc1 (centres undefined)	-0.7	-2.3	0.2	-3.0
5	COc1cccc(C(=O)Nc2ccccn2)c1OC	-0.5	-43.2	-0.2	9.8
6	COc1cccc(CC2(CO)CCN(C(=O)/C=C/C(C)C)CC2)c1	-0.4	-7.2	-0.1	-4.4
7	Cc1cc(C)n2c(Nc3ccc4c(c3)OCCO4)c(-c3ccco3)nc2n1	-1.0	-9.2	0.1	3.5
8	COC(=O)c1c(NC(=O)Cc2ccccc2)sc2c1CCCC2	1.6	-11.6	0.1	11.7
9	CN(C)CCOc1cc(NC(=O)C2COc3ccccc3C2)ccc1-c1cn[nH]c1 (centres undefined)	-0.1	-9.9	0.4	2.1
10	O=C(OCc1nnc(-c2ccccc2)o1)c1ccc(S(=O)(=O)NCc2ccco2)cc1	0.2	-3.8	0.0	11.7
11	COc1ccc2c(c1)CC(C(=O)Nc1ccc(-c3cn[nH]c3)cc1Oc1cccc(NC(C)=O)c1)CO2 (centres undefined)	-0.5	-3.5	-0.1	-9.1
12	Cn1ncc([N+](=O)[O-])c1C(=O)Nc1ccc(-c2ccccc2)cc1	-0.3	-18.4	0.1	12.7
13	CCc1ccc(CN2CCN(C(=O)CC(C)C)CC2)cc1	0.5	4.6	0.3	58.4*
14	CC(c1ccccc1)c1cc(C(=O)N(C)Cc2ccsc2)on1 (centres undefined)	-0.2	-36.6	0.1	16.1
15	Cc1ccc(-n2cc(CN3CCN4C(=O)[C@H]([C@@H](C)O)NC(=O)[C@H]4C3)cn2)cc1	0.7	-3.6	-0.2	-0.7

One compound at a time (already shown). Screens in order: GPR151 activ	TEAD-YAP block	FBW7 activator	MITF inh
Record of `COC(=O)c1c(NC(=O)Cc2ccccc2)sc2c1CCCC2` : 1.6	-11.6	0.1	11.7
Record of `Cn1ncc([N+](=O)[O-])c1C(=O)Nc1ccc(-c2ccccc2)cc1` : -0.3	-18.4	0.1	12.7

Other entries.
no.	Structure	GPR151 activ	TEAD-YAP block	FBW7 activator	MITF inh
16	CCOC(=O)N1CCN(C(=O)c2ccc(NCc3ccccc3OC)c(S(=O)(=O)Nc3cccc(C(F)(F)F)c3)c2)CC1	0.2	-2.8	0.1	-18.5
17	COc1ccc(C2=N/C(=C\c3cc(Br)ccc3OC)C(=O)O2)cc1	-0.3	1.2	0.0	11.0
18	COc1ccccc1C(=O)NCc1nnc(SCC(=O)N2N=C(c3cccs3)CC2c2ccc(C)cc2)n1-c1cccc(C)c1C (centres undefined)	-0.3	-9.4	0.1	21.1
19	CCOC(=O)c1cnc2c(OC)cccc2c1Nc1ccc(C)cc1Br	-0.4	-1.6	0.4	14.8
20	CC(=O)NCCNC(=O)c1ccc(Br)s1	6.0*	-5.7	0.0	-1.9
21	Cc1[nH]c2ccc(-c3nnc(SCc4ccccc4)n3-c3ccccc3)cc2c1C	-0.3	0.7	0.1	5.1
22	COc1ccc(-c2nc3scc(CCNS(=O)(=O)c4ccccc4F)n3n2)cc1	0.0	5.3	0.0	-8.2
23	COc1ccc(C2C(C(=O)Nc3cccc(C)n3)=C(C)NC3=C2C(=O)CCC3)cc1 (centres undefined)	-0.9	-12.8	-0.1	-9.6
24	O=C(Nc1nc2c(F)c(F)c(F)cc2s1)c1cccnc1Cl	-6.9	-46.0	0.5	5.8
25	Oc1cccc(/C=N/NC(=S)NC2CCCCC2)c1O	4.5	-15.5	-1.1	29.4
26	CCOC(=O)N1CCN(C(=O)c2nn(C)c3c2CS(=O)(=O)c2ccccc2-3)CC1	-2.0	-6.6	-0.1	-2.9
27	COCc1cccc(-c2ccc(C(=O)NCc3ccco3)c(N(C)C)n2)c1	-0.6	-49.8	-0.2	15.4
28	CC(C)c1ccc(N(C(=O)c2ccccc2)C2C=CS(=O)(=O)C2)cc1 (centres undefined)	0.3	6.4	0.0	4.0
29	COc1ccc(CC(=O)NCc2ccco2)cc1	4.5	8.1	-0.2	8.4
30	CC(NC(=O)CN1N=C(C(C)(C)C)Cn2c(cc3ccccc32)C1=O)c1ccccn1 (centres undefined)	-0.4	4.2	0.1	-4.4
31	CC(=O)Nc1ccc(S(=O)(=O)N2CCC(Oc3cccc(-c4ccco4)c3)CC2)cc1	-1.4	7.8	0.3	12.3
32	O=C(Nc1ccc(NS(=O)(=O)c2ccc(Cl)cc2)cc1)c1ccco1	-0.1	9.9	0.4	17.6
33	O=C1CC(C(=O)Nc2cccc3ccccc23)C(c2ccccc2)O1 (centres undefined)	-0.1	-5.1	0.0	-11.8
34	CN(C)C(=O)Nc1ccc(-n2c(C(F)(F)F)nc3cc(C(F)(F)F)cnc32)cc1	0.5	-6.1	-0.1	0.4
35	Cc1cc(C(=O)N2CCC(n3nccc3NC(=O)C3CC3)CC2)c(C)o1	0.0	-2.3	0.5	11.0
36	CSc1ccccc1C(=O)NCC1(c2ccc(F)cc2)CC1	0.3	-7.9	0.2	10.2
37	O=[N+]([O-])c1ccc(CN2CCN(Cc3ccccc3)CC2)o1	-0.1	8.8	-0.2	30.4
38	COCCNc1nc2c(S(=O)(=O)c3ccc(C(C)C)cc3)nnn2c2ccccc12	-1.4	5.7	0.0	5.3
39	CC(C)N1CCC(N2CCN(Cc3cc(F)cc(F)c3)CC2CCO)CC1 (centres undefined)	-0.1	-1.4	0.0	9.5
40	O=C(COc1ccc([N+](=O)[O-])cc1)Nc1ccncc1	-0.7	-0.6	-0.1	-1.7
41	COc1ccc(-c2cn3cccc(C)c3n2)cc1OC	-2.4	-44.4	0.1	9.1
42	COc1ccc(Cc2cc(C(=O)NCC3CCCO3)on2)cc1 (centres undefined)	-0.2	-80.9	-0.1	-4.8
43	Cc1ccccc1NCC(=O)N/N=C/c1cc(Cl)ccc1O	1.5	15.5	-0.2	-4.7
44	CCC(C)(C)c1ccc(OCC(O)CN2CCN(C(=O)c3ccccc3)CC2)c(C(C)(C)CC)c1 (centres undefined)	-2.5	-23.6	-0.2	-7.8
45	CCOCCCn1c(-c2nn(C)cc2Cl)n[nH]c1=S	-0.3	2.6	0.1	9.1
46	CCN(CC)c1ccc(/C=N/S(=O)(=O)CCc2ccccc2)cc1	-0.4	12.2	0.1	7.8
47	CCOc1ccc(CNS(=O)(=O)c2ccc3[nH]c(=O)sc3c2)cc1	2.1	-2.1	-0.1	-8.9
48	CCn1c(=O)c2c(nc3n(C4CCCCC4)c(C)c(C)n23)n(C)c1=O	1.9	7.1	-0.1	6.4
49	Cc1cccc(OCC(O)CN2CCC(C)CC2)c1C (centres undefined)	0.4	13.6	-0.1	-2.3
50	COC(=O)CN1C(=O)/C(=C\c2ccc(OC)c(Br)c2)SC1=S	0.0	-4.6	0.0	-4.0
51	O=c1[nH]c(O)c(N=Nc2ccc(S(=O)(=O)N3CCCCCC3)cc2)c(=O)[nH]1	-0.7	1.8	0.1	19.8
52	O=C(c1cc(-c2ccc(Cl)c(Cl)c2)on1)N1CCCC1	-0.2	-18.3	0.1	-4.4
53	Cc1cc(N2C(=O)CC(N3CCN(C(c4ccccc4)c4ccccc4)CC3)C2=O)no1 (centres undefined)	2.2	-9.1	0.0	-4.1
54	CCC(C)Nc1ncnc2ccccc12 (centres undefined)	-0.2	38.6*	-0.3	-3.1
55	COc1ccc(C2Nc3ccccc3C(=O)N2c2ccccc2)cc1CSc1nc2ccccc2s1 (centres undefined)	-0.1	-7.0	0.0	-2.3
56	Cc1ccc(Oc2cc(C#N)c(C#N)cc2[N+](=O)[O-])cc1	1.4	12.3	-0.3	7.0
57	O=C(N/N=C/c1cccc2ccccc12)c1n[nH]c2c1CCCC2	2.2	-27.1	0.1	13.5
58	COc1ccc(C)cc1NC(=O)c1cc(S(=O)(=O)N2CCN(c3ccccn3)CC2)ccc1F	2.9	-1.9	-0.1	6.8
59	CCN(CC)C(=O)COc1cc2oc(=O)c(CC(=O)OC)c(C)c2cc1Cl	7.1*	-4.4	-0.1	4.2
60	CCN(CC)c1nc(C)nc2sc(C(=O)N(C)C3CCCCC3)c(C)c12	-0.1	-3.9	0.4	10.5
61	CC(C)Nc1nc(-c2ccccc2O)nc2ccccc12	-1.7	3.1	0.1	16.5
62	Cc1ccc(NC(=O)Nc2ccc(C(=O)N3CCOCC3)cc2)cc1	-0.3	-5.9	-0.4	6.8
63	CS(=O)(=O)N(CC(=O)NC1CCCCCC1)c1ccc(Cl)cc1	3.0	-13.7	0.2	5.8
64	O=C(Cc1cccs1)Nc1ccc(S(=O)(=O)NC2CCCCC2)cc1	-0.7	-9.9	0.2	7.5
65	Brc1ccc(-c2cc(-c3ccccc3)c3cc(Br)ccc3n2)cc1	1.2	4.1	-0.1	6.0
66	O=C1CCC(C(=O)NCc2nnc3n2CCN(Cc2ccc4ccccc4c2)CC3)N1 (centres undefined)	3.2	-1.4	0.2	2.6
67	CCNC(=O)C1CCN(S(=O)(=O)c2ccccc2)CC1	0.2	-3.1	-0.1	-2.1
68	CCOc1ccc(C(=O)Nc2c3c(nn2-c2ccc(Cl)cc2)CSC3)cc1OCC	-1.3	4.0	0.2	15.0
69	COC(=O)COc1c(Cl)cc(/C=C(/C#N)C(=O)Nc2ccccc2)cc1OC	2.1	-0.5	0.0	13.1
70	CCCNC(=O)c1cc(S(=O)(=O)N2CCc3ccccc32)ccc1F	-2.2	10.2	-0.1	0.1
71	O=C(Nc1cc(Br)ccc1O)C1CC(c2ccccc2Cl)=NO1 (centres undefined)	-0.4	4.9	-0.1	4.6
72	COc1cccc(C(=O)COC(=O)c2cccc(N3C(=O)c4ccccc4C3=O)c2)c1	2.9	-0.8	0.0	3.7
73	COc1ccc(C2(NC(=O)CN3Cc4ccccc4C3=O)CCCCC2)cc1	-0.1	4.0	-0.1	-3.9
74	O=S(=O)(c1cccs1)N1CCc2nc(-c3ccccc3)nc(N3CCOCC3)c2C1	2.4	-0.4	-0.1	-3.6
75	Cc1ccc(CN2CCN(Cc3c(F)cccc3F)CC2CCO)cc1 (centres undefined)	-3.2	3.2	0.5	6.4

Further entries
no.	Structure	GPR151 activ	TEAD-YAP block	FBW7 activator	MITF inh
76	CC(C)CC(=O)Nc1c2c(nn1-c1cccc(Cl)c1)CS(=O)(=O)C2	0.5	12.0	0.8	13.6
77	CC(=O)c1ccc(NC(=O)/C(=C\c2ccccc2)NC(=O)c2ccccc2Cl)cc1	1.1	13.3	0.1	15.3
78	O=C(Nc1cc2c(cc1C(=O)c1ccccc1Cl)OCCO2)c1cccc(Cl)c1	1.2	5.4	0.0	-11.7
79	COc1ccc(/C=N/Nc2ccc3ccccc3n2)cc1	-0.6	-38.8	-0.1	-4.6
80	CC1CCc2c(oc3ccc(NS(=O)(=O)c4ccc5ccccc5c4)cc23)C1 (centres undefined)	-0.1	10.1	0.0	5.3
81	O=[N+]([O-])c1ccccc1S(=O)(=O)NCCc1c[nH]c2ccccc12	-0.4	-0.1	0.0	11.0
82	COCCN(Cc1cc2cc3c(cc2[nH]c1=O)OCO3)C(=O)c1cccs1	-0.6	0.1	0.2	-6.1

Among those listed so far, these have a furan ring, fused or not:
no.	Structure	GPR151 activ	TEAD-YAP block	FBW7 activator	MITF inh
7	Cc1cc(C)n2c(Nc3ccc4c(c3)OCCO4)c(-c3ccco3)nc2n1	-1.0	-9.2	0.1	3.5
10	O=C(OCc1nnc(-c2ccccc2)o1)c1ccc(S(=O)(=O)NCc2ccco2)cc1	0.2	-3.8	0.0	11.7
27	COCc1cccc(-c2ccc(C(=O)NCc3ccco3)c(N(C)C)n2)c1	-0.6	-49.8	-0.2	15.4
29	COc1ccc(CC(=O)NCc2ccco2)cc1	4.5	8.1	-0.2	8.4
31	CC(=O)Nc1ccc(S(=O)(=O)N2CCC(Oc3cccc(-c4ccco4)c3)CC2)cc1	-1.4	7.8	0.3	12.3
32	O=C(Nc1ccc(NS(=O)(=O)c2ccc(Cl)cc2)cc1)c1ccco1	-0.1	9.9	0.4	17.6
35	Cc1cc(C(=O)N2CCC(n3nccc3NC(=O)C3CC3)CC2)c(C)o1	0.0	-2.3	0.5	11.0
37	O=[N+]([O-])c1ccc(CN2CCN(Cc3ccccc3)CC2)o1	-0.1	8.8	-0.2	30.4
80	CC1CCc2c(oc3ccc(NS(=O)(=O)c4ccc5ccccc5c4)cc23)C1 (centres undefined)	-0.1	10.1	0.0	5.3

Assay outcomes from PubChem.
